Screening results from PubChem.
NOD2 inhibition: NOD2 signaling inhibitors, cell-based, luminescence, uHTS, HEK293 (AID 1566). inhibition, % at 4 µM, or EC50 in µM where a hit was titrated. 290,000 tested, 0.63% active. HEK293 NOD2/NF-kB luciferase reporter, luminescence; higher % means a stronger effect; also: many of its hits are not listed in these tables
XIAP displacement: small molecules displacing peptide from XIAP – biochemical, IAP family, fluorescence polarization (AID 1018); XIAP BIR domain, fluorescence polarization peptide displacement; higher % means a stronger effect; displacement, % at 20 µM; hits with a dose series show IC50 in µM; 200,000 tested, 0.007% active; in the data active = displacement above about 50%; also: a part of the inactive calls stands beside numbers as strong as those of hits
Myeloid diff MLP: compounds promoting myeloid differentiation | ER-HoxA9 myeloid progenitors, lysozyme-GFP differentiation, flow cytometry | calls only at 10 µM | 360,000 tested, 1% active | AID 624256;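 active = normalized GFP-positive differentiation at or above the plate's own cutoff, the solvent-only control mean plus 3 SD; inconclusive = no clear call, values can overlap the other calls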;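 also: cells exposed to compound for four days before flow analysis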
Hep lipid drop: modulators of hepatic lipid droplet formation. inhibition, % at 6.5 µM. AID 1656. AML12 mouse hepatocytes, oleate lipid droplets, BODIPY imaging. 240,000 tested, 0.4% active;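 active = lipid droplet intensity inhibited by at least 50%, with more than 500 cells counted; inconclusive = wells with under 300 cells, treated as cytotoxic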
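Material – mouse AML12 hepatocyte cell line, fixed after treatment · Compound dosing – one dose, 6.5 µM compound · Times – compound with oleate, overnight · Measured by – Image-based BODIPY and DAPI two-channel analysis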
HIV peptide binding: cell-free HIV fusion peptide-binding blockers – biochemical, uHTS, fluorescence dequenching, primary screen (AID 1986). inhibition, % at 20 µM; hits with a dose series show IC50 in µM. cell-free peptide binding, fluorescence dequenching, 30 min; higher % means a stronger effect. 290,000 tested, 0.3% active; in the data active = inhibition mostly above about 52%, no sharp cut-off; inactive = mostly below about 76%; also: some results filed as inactive read as strong as hits
AID2073: disruptors of CaV2.2 binding to Mint1 – biochemical, HTRF (AID 2073) | HTRF protein-protein interaction, Mint1-CaV2.2; higher % means a stronger effect | inhibition, % at 20 µM; hits with a dose series show IC50 in µM | 290,000 tested, 0.19% active; in the data active = inhibition mostly above about 51%, no sharp cut-off; inconclusive = no clear call, values can overlap the other calls; inactive = mostly below about 53%; also: some results filed as inactive read as strong as hits
SIAH1 antagonists: blockers of Siah-1 interaction with plectin peptide – biochemical, fluorescence polarization, rhodamine-plectin, uHTS, primary screen (AID 1817); Siah-1 / rhodamine-plectin peptide fluorescence polarization; higher % means a stronger effect; one-dose displacement, % at 20 µM; IC50 in µM for titrated hits; 290,000 tested, 0.02% active;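 active = displacement of at least 50% at 20 µM, with a fluorescence ratio check between 0.3 and a set limit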;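 also: plate controls were Siah plus tracer with DMSO for no effect and tracer alone without Siah for full effect; strong numbers were not always called active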
LYP inhibition: inhibitors of LYP phosphatase, biochemical, fluorescence intensity, uHTS (AID 1779); recombinant LYP phosphatase, fluorescence intensity; higher % means a stronger effect; one-dose inhibition, % at 11.5 µM; IC50 in µM for titrated hits; 290,000 tested, 0.054% active;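 also: plate controls were vehicle with enzyme for no effect and no enzyme for full effect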
Dengue-2 NS5 capping: Dengue-2 NS5 methyltransferase inhibitors, primary screen, biochemical, confirmation dose response (AID 588689). Dengue-2 NS5 methyltransferase capping enzyme assay, biochemical; higher % means a stronger effect. one-dose inhibition, % at 25 µM; IC50 in µM for titrated hits. 340,000 tested, 0.3% active; in the data active = a potency from the dose series; inconclusive = inhibition above about 29% without an active follow-up result
Hep lipid drop cells 6.5 µM: recorded beside Hep lipid drop, whose call it bears; cell count; measured here: cell count, cytotoxicity flag;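 cells counted across two imaged fields per well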
Dengue-2 NS5 capping pilot replicate: further read-out of Dengue-2 NS5 capping, marked with its call; inhibition, %; measured here: pilot screen replicate inhibition
Myeloid diff MLP GFP+ MAC1+ %: second read-out of Myeloid diff MLP, no call of its own (marks repeat the call); GFP+ MAC1+ double positive, %; measured here: differentiation confirmed by MAC1 staining
An asterisk follows results filed as active; i = inactive; ? = inconclusive; . = no result given; + = active, no number. Rule as the data show it, unless noted: active = inhibition above about 50%; inactive = the rest.

SMILES	NOD2 inhibition	XIAP displacement	Myeloid diff MLP	Myeloid diff MLP GFP+ MAC1+ %	Hep lipid drop	Hep lipid drop cells 6.5 µM	HIV peptide binding	AID2073	SIAH1 antagonists	LYP inhibition	Dengue-2 NS5 capping	others
CCC(C)(C)NC(=O)C(c1ccccn1)N(C(=O)c1csnn1)C1CCCCC1 (configuration not stated)	-18%	-1.6%	i	0.5	-10	758	-0.8%	-5%	-6%	-6%	.
CC(=O)NC(Cc1cccc(C)c1)C(=O)NC1CCN(C(=O)c2ccc([N+](=O)[O-])cc2)CC1 (configuration not stated)	13%	-1.3%	i	0.2	3	662	0.2%	6%	1%	1%	-15%
COc1ccc(CN2C(=NC(=O)C3CCCO3)SC3CS(=O)(=O)CC32)cc1 (configuration not stated)	12%	.	i	0.8	-52	438	0.1%	0%	0%	-12%	0%
CCC(=O)N1CCN(c2ccccc2NC(=O)c2ccc(OC)c(Cl)c2)CC1	-9%	-5.7%	i	0.8	-14	795	-5.8%	5%	2%	2%	2%
Nc1c(O)ccc2c1C(=O)c1ccccc1C2=O	8%	-15%	.	.	3	641	64%	-34%	15%	2%	.
CC1(c2ccc(C#N)cc2)NC(=O)N(CC(=O)Nc2cc(S(=O)(=O)N3CCOCC3)ccc2Cl)C1=O (configuration not stated)	3%	-2.8%	i	0.4	25	670	-0.8%	-5%	-3%	-1%	-8%
NC(=O)C(Cc1ccccc1)NS(=O)(=O)c1ccc(N2CCCC2=O)cc1 (configuration not stated)	6%	-2.6%	i	1.4	0	737	1.5%	-1%	0%	-6%	-1%
O=C(CSc1nc(O)cc(=O)n1-c1ccccc1)c1ccc(Br)cc1	-15%	-2.2%	i	0.5	19	692	15%	13%	-5%	-1%	4%
COC(=O)C1=C(C)N=C2SCCC(=O)N2C1c1cccs1 (configuration not stated)	-8%	-4.7%	i	1.1	-5	740	0.7%	-7%	2%	-2%	0%
CCO[C@@H]1OC(C(=O)N2CCN(Cc3ccccc3)CC2)=C[C@H](C2CC2)[C@H]1CCCO	7%	-3.0%	i	0.8	-24	656	0.5%	9%	6%	-2%	4%
CCCn1c(SCC(=O)NCc2ccco2)nc2c1c(=O)n(C)c(=O)n2C	6%	-2.5%	i	0.8	0	649	0.6%	-2%	1%	-3%	-5%	Dengue-2 NS5 capping pilot replicate=-1.4
COC(=O)c1cc2c(C)[nH]c(C)c2cc(C(=O)OC)c1=O	2%	-2.8%	i	0.2	-2	692	12%	7%	3%	-4%	1%
CCCC(C(=O)NCc1ccc(OC)cc1)N(Cc1ccco1)C(=O)c1snc(C(N)=O)c1N (configuration not stated)	9%	-5.6%	i	0.7	.	.	0.2%	-4%	-2%	0%	-3%
COc1ccc(-n2c(-c3ccccc3)nc(=S)c3c2CCCC3)cc1	-4%	2.7%	i	0.0	.	.	-3.0%	42%	2%	2%	-4%
CC1CCCC(NC(=O)C2N(CCCN3CCCC3)C(=O)C3C(C(=O)Nc4ccc(Cl)cc4)C4C=CC32O4)C1C (configuration not stated)	3%	.	i	0.4	-6	778	-0.2%	4%	-7%	-7%	-9%
CC1CCN(C(=O)CSc2nc3ncccc3[nH]2)CC1	8%	.	i	7.4	-2	692	-0.7%	-20%	4%	-6%	-4%
CC(C)(CN=C1NS(=O)(=O)c2ccccc21)CNC(=O)c1ccccc1	11%	.	i	0.9	6	801	0.9%	10%	6%	-7%	-6%
CN(CC(=O)NC1CCCCC1)S(=O)(=O)c1ccc(Br)s1	-4%	-7.9%	i	1.3	-1	680	-2.9%	0%	-6%	-3%	-3%
Cc1cccc(C)c1NC(=O)C1CCN(C(=O)c2cccs2)CC1	9%	.	i	0.9	10	663	-0.6%	5%	-2%	-9%	-6%
S=C1NC(c2cccs2)=CC(c2ccc(Br)cc2)N1 (configuration not stated)	7%	-6.8%	?	.	-16	580	-1.0%	5%	-3%	0%	-1%
CC12COC3(C(=O)Nc4nccs4)CC1CCC32C (configuration not stated)	3%	-4.2%	i	0.8	.	.	-0.4%	17%	2%	-6%	-4%
Cc1ccc2nc(NCc3ccccc3)c(C=O)c(=O)n2c1	2%	-12%	i	0.3	11	712	2.8%	4%	15%	-8%	-2%
O=C(NCc1ccco1)c1cc2nc(-c3cccs3)cc(C(F)(F)F)n2n1	23%	-4.0%	i	4.1	.	.	-1.0%	20%	2%	-3%	1%
CC(C)CSC1=NSC2=NC(=O)/C(=C\c3ccccc3)C(=N)N12	-47%	-5.2%	i	0.4	7	757	46%	6%	5%	2%	52µM*
CCOC(=O)c1ccc(OCCOc2ccccc2C)cc1	14%	.	i	0.9	1	822	-0.8%	11%	-3%	-8%	5%

The closing 3 compounds of the part before lead into the next.
SMILES	NOD2 inhibition	XIAP displacement	Myeloid diff MLP	Myeloid diff MLP GFP+ MAC1+ %	Hep lipid drop	Hep lipid drop cells 6.5 µM	HIV peptide binding	AID2073	SIAH1 antagonists	LYP inhibition	Dengue-2 NS5 capping	others
O=C(NCc1ccco1)c1cc2nc(-c3cccs3)cc(C(F)(F)F)n2n1	23%	-4.0%	i	4.1	.	.	-1.0%	20%	2%	-3%	1%
CC(C)CSC1=NSC2=NC(=O)/C(=C\c3ccccc3)C(=N)N12	-47%	-5.2%	i	0.4	7	757	46%	6%	5%	2%	52µM*
CCOC(=O)c1ccc(OCCOc2ccccc2C)cc1	14%	.	i	0.9	1	822	-0.8%	11%	-3%	-8%	5%
COC(=O)C1(CO)NC(c2ccc(C)cc2)C2C(=O)N(c3ccccc3)C(=O)C21 (configuration not stated)	28%	.	i	0.3	-19	810	1.2%	2%	3%	-11%	-10%
COc1ccc(NC(=O)c2sccc2SCC#N)cc1	-8%	-4.1%	i	6.3	3	624	-0.5%	-7%	-4%	-4%	-8%
Cc1cc(OCC(=O)NCCc2c[nH]c3ccccc23)c2c(C)cc(=O)oc2c1	9%	.	i	0.8	-28	834	0.6%	24%	1%	-6%	-2%
COc1cc(SC)ccc1C(=O)OC(C)C(=O)NC1CCCC1 (configuration not stated)	2%	-7.2%	i	0.3	38	689	-0.9%	8%	-5%	-4%	-8%
OCCNCc1cccc(OCc2ccccc2Cl)c1	-5%	0.4%	i	0.2	5	633	-1.2%	-3%	11%	-7%	-9%
Cn1c(=O)oc2cc(S(=O)(=O)NCc3ccc(Cl)cc3)ccc21	23%	.	i	0.6	-17	700	-1.2%	13%	-1%	-3%	-1%
COc1ccc(-c2csc(NC(=O)C(CC(=O)O)N3CCOCC3)n2)cc1 (configuration not stated)	3%	.	i	0.4	-6	822	2.2%	-7%	4%	0%	-1%
CCN(Cc1ccccc1)S(=O)(=O)c1cc(C(=O)c2c(N)n(C)c(=O)n(C)c2=O)ccc1OC	20%	-5.0%	i	0.1	2	704	1.6%	1%	2%	-2%	2%
COc1ccc(C(=O)C2CCCN(C/C=C/c3ccccc3OC)C2)c(OC)c1 (configuration not stated)	9%	1.6%	i	0.0	-4	731	-0.8%	-15%	0%	-1%	-6%
Cc1cccc2cc3c(NC(=O)C(C)C)nn(C)c3nc12	-2%	-3.5%	i	0.5	.	.	0.8%	7%	3%	1%	-5%
O=C(Nc1cc(Br)ccc1O)c1cnn2c(C(F)F)cc(C3CC3)nc12	14%	-3.5%	i	0.4	19	698	-0.1%	38%	3%	-1%	.
Fc1ccc(/C=N/N2CCN(Cc3ccccc3)CC2)cc1	0%	.	i	0.4	4	802	0.5%	0%	4%	-7%	3%
FCCCOc1ccc(/C=N/OCc2ccc(Cl)cc2)cc1	8%	-2.5%	i	0.5	.	.	-1.0%	-8%	4%	-6%	-10%
COc1ccc(CNC(=O)COc2cc(O)c3c(c2)OC(C)(C)CC3=O)c(OC)c1	14%	.	i	1.4	.	.	-1.5%	9%	-1%	-2%	-6%
COc1ccccc1CNC(=O)c1cccnc1	5%	.	i	0.5	2	845	1.7%	3%	2%	-12%	-2%
CC(c1ccccc1)N1C(=O)c2ccc(C(=O)NCc3ccco3)cc2C1=O (configuration not stated)	1%	-2.7%	i	0.5	-13	741	-0.9%	-3%	0%	-5%	.
O=[N+]([O-])c1ccc(S(=O)(=O)Nc2nnc(C3CCCCC3)s2)cc1	11%	.	i	0.2	8	491	9.7%	0%	-2%	3%	2%
CN(C)S(=O)(=O)c1ccc(NC(=S)NC(=O)Cc2ccccc2)cc1	13%	-10%	i	0.6	-2	681	-0.4%	6%	-4%	0%	-5%
O=C(CCCNC(=O)c1ccc(Cl)cc1)Nc1ccccc1C(F)(F)F	2%	.	i	0.8	12	804	-1.4%	8%	11%	-4%	-7%
O=C(Nc1cc(Br)ccc1O)c1cc(-c2cccs2)on1	16%	.	+	11*	0	790	-0.8%	30%	0%	-5%	1%
Cc1c(C(=O)NC2CCCCC2)oc2c1C(=O)CC(C)(C)C2	13%	-5.7%	i	7.5	0	760	0.4%	9%	-1%	-5%	2%
O=C(NCCC1=CCCCC1)c1ccc(Cl)cc1	-212%	-3.1%	.	.	-4	702	-0.5%	6%	-3%	-7%	.
Cc1ccc(C(c2sc3nc(C)nn3c2O)N2CCN(c3ccc(F)cc3)CC2)cc1 (configuration not stated)	16%	-4.1%	i	0.9	.	.	58%	-4%	-2%	-4%	-10%
CCOC(=O)Cc1cc(=O)[nH]c(/N=C(/NC(=O)c2ccccc2)Nc2ccccc2C(F)(F)F)n1	12%	-1.6%	i	10	14	784	-0.6%	5%	-4%	-8%	0%
Cc1cccc(NC(=O)c2cn(-c3ccccc3)nc2-c2ccccc2)c1	-19%	-4.0%	i	0.5	-14	653	1.6%	13%	11%	-1%	-1%
COc1ccc(NC(=O)C2CCN(S(=O)(=O)c3cn(C)nc3C)CC2)cc1	15%	.	i	1.8	-8	708	0.0%	2%	-4%	-8%	-13%
COc1ccc(NC(=O)c2ccc(-c3ccccc3Cl)o2)cc1	-98%	-8.4%	i	1.0	-14	713	-0.4%	11%	7%	-1%	0%
CCN1CCN(C(=O)C2CCCN(S(=O)(=O)c3cccc4nsnc34)C2)CC1 (configuration not stated)	7%	.	i	0.7	7	698	-1.5%	19%	-3%	-8%	-5%
N#C/C(=C\Nc1ccccc1SC(F)(F)F)c1nc(-c2ccc(F)cc2)cs1	9%	-10%	i	0.1	-6	654	-1.0%	6%	-6%	-3%	-6%
N#CCC(=O)N/N=C/c1ccc(OCc2ccccc2)cc1	-13%	-1.6%	i	0.3	-1	715	0.6%	17%	10%	0%	.

Nothing new here: two of the compounds above.
SMILES	NOD2 inhibition	XIAP displacement	Myeloid diff MLP	Myeloid diff MLP GFP+ MAC1+ %	Hep lipid drop	Hep lipid drop cells 6.5 µM	HIV peptide binding	AID2073	SIAH1 antagonists	LYP inhibition	Dengue-2 NS5 capping	others
CN(C)S(=O)(=O)c1ccc(NC(=S)NC(=O)Cc2ccccc2)cc1	13%	-10%	i	0.6	-2	681	-0.4%	6%	-4%	0%	-5%
O=C(CCCNC(=O)c1ccc(Cl)cc1)Nc1ccccc1C(F)(F)F	2%	.	i	0.8	12	804	-1.4%	8%	11%	-4%	-7%

This is a subset; the hit share may differ from the screen's.
